# Compound activity from PubChem.
# ATXN2 expr inh – ATXN2 expression inhibition; HEK-293 ATXN2-luciferase reporter, luminescence, 24 h; Potency, µM (highest dose often 57 µM), without a hit: at the highest dose activity change, negative = inhibition, actives largely listed as inhibitors; 0.72% of 360,000 active; also: potency is read from the fitted curve at half-maximal effect; % is scaled to controls: 0 for no effect and ±100 for the full control effect; nearly all actives have a fitted effect of over 55% in size
#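 qHTS (up to 57 uM final) was run with 24 h compound exposure of reporter cells at 37 °C. Each well was multiplexed: SteadyGlo luminescence measured ATXN2-luciferase expression after a fluorogenic Gly-Phe-AFC viability readout (25 uM final).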
# A549 tox – A549 cytotoxicity, counter-screen for Nrf2 inhibitors. A549 ARE-Fluc cells, CellTiter-Fluor viability, 18-24 h. Potency, µM (titrated, usually from 46 µM), for the others: at the highest dose activity change, negative = cytotoxicity, usual class: inhibitors. 0.16% of 390,000 active. AID 504648; also: potency is read from the fitted curve at half-maximal effect; % is scaled to controls: 0 for no effect and ±100 for the full control effect
#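 Cytotoxicity counterscreen: CellTiter-Fluor fluorescence was measured in A549 ARE_Fluc cells after 18-24 h of compound exposure in a concentration series. The subsequent BugLite luminescent read reports ARE-luciferase activity.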
# IL-2 act – IL-2 activation. 0.065% of 360,000 active. activation, % (series mostly up to about 46 µM). AID 652025. IL-2 activation reporter assay, cell-based qHTS; stimulated with anti-CD3/CD4/CD28 beads; in transgenic mouse T cells; in the data active = activation above about 50%; inconclusive = mostly about 30% to 49%; also: 0% is about no effect
#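 Screening format: compound pinned onto unstimulated transgenic mouse T cells, 60 min incubation, then anti-CD3/anti-CD4/anti-CD28 bead stimulation for 18 hours at 37 degrees C, followed by EGFP and DsRed detection.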
# EPAC2 agonist – agonists of human EPAC2 (RAPGEF4); 0.079% of 360,000 active; EPAC2 activation, biochemical qHTS; response scale: 100% = 6.5 mM cAMP response; Q8WZA2; Potency, µM (series often up to 154 µM), for the others: top-dose activation, most hits filed as activators; AID 720711; also: potency is read from the fitted curve at half-maximal effect; nearly all actives have a fitted effect of over 50% in size
# Target sequence (Q8WZA2 whole entry, looked up): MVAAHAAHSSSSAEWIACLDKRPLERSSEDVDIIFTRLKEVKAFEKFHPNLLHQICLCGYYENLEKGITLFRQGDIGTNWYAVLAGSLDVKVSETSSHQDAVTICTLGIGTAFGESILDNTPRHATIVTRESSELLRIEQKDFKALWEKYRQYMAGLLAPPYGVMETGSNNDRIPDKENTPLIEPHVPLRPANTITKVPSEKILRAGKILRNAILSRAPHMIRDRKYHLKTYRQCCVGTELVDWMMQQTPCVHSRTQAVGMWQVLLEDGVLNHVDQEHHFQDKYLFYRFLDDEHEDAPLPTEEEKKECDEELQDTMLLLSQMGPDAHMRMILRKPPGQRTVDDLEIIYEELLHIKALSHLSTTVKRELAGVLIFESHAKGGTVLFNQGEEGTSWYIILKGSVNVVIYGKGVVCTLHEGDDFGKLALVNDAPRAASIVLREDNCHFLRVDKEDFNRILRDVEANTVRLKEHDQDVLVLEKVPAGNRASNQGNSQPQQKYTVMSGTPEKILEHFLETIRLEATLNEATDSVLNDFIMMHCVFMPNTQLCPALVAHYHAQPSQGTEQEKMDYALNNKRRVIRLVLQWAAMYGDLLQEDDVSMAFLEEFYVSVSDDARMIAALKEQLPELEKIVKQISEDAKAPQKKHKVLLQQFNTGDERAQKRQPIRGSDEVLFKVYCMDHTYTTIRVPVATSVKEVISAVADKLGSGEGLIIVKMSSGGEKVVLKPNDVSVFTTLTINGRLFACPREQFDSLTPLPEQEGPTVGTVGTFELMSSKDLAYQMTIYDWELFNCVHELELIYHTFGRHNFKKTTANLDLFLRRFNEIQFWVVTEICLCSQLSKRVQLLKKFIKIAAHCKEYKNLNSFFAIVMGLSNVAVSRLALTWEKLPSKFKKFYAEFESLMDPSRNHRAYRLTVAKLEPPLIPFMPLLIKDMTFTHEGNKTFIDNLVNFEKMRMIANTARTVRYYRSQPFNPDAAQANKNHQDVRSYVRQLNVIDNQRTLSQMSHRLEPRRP
#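 EPAC2 (100 nM) mixed with Rap1B loaded with BODIPY-GDP (250 nM) plus 50 uM unlabeled GDP; compounds pinned in, 5 min RT, then read every 5 min for 30 min (ex 480, em 540 nm). Normalized to cAMP control.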
# S2 tox – viability counter-screen for ATXN expression inhibitors | S2 cells (HEK-293 line with an ATXN2-luciferase reporter) viability, CellTiter-Fluor protease fluorescence, 24 h | 0.49% of 400,000 active | Potency, µM (series often up to 56.7 µM), hits mostly cytotoxic; also: potency is read from the fitted curve at half-maximal effect; nearly all actives have a fitted effect of over 40% in size
# Nrf2 block – Nrf2 pathway inhibition | A549 ARE-Fluc reporter, luciferase luminescence, 18-24 h | Potency, µM (highest dose often 46 µM), without a hit: top-dose activity change, negative = inhibition, most hits filed as inhibitors | 2.1% of 360,000 active | AID 504444; also: potency is read from the fitted curve at half-maximal effect; % is scaled to controls: 0 for no effect and ±100 for the full control effect; nearly all actives have a fitted effect of over 60% in size
#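 Two sequential reads on A549 ARE_Fluc cells exposed to compound for 18-24 h: a CellTiter-Fluor fluorescence read for viability, then a luciferase luminescence read for Nrf2/ARE activity.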
# HepG2 tox – counter-screen for TGF-b inhibitors: cytotoxicity in HepG2 cells. Potency, µM (top dose mostly 46.1 µM), inactives show at the highest dose activity change, negative = cytotoxicity, hits mostly cytotoxic. HepG2 CAGA-GFP viability, ATP luminescence, 18 h. 0.76% of 410,000 active; also: potency is read from the fitted curve at half-maximal effect; some results filed as inactive show a strong effect at the top dose
#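 CellTiter-Glo luminescence gave cytotoxicity after 18 hours at 37 degrees C. The cells were HepG2 CAGA-GFP in 1% FBS DMEM, stimulated with 500 pg/mL TGF-beta after compound addition. %Activity was normalised to no-cell wells (complete cell-killing) and DMSO (no toxicity), and curves were fitted and classified.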
# TGFb SMAD3 inh – inhibitors of TGF-b signaling. HepG2 CAGA-GFP TGF-b/SMAD3 reporter, GFP fluorescence, 18 h; TGF-beta stimulated, 500 pg/mL final. Potency, µM (top dose mostly 46.1 µM), for inactives: top-dose activity, negative = inhibition, hits mostly inhibitors. 1.2% of 410,000 active. AID 588855; also: potency is read from the fitted curve at half-maximal effect; % is scaled to controls: 0 for no effect and ±100 for the full control effect; nearly all actives have a fitted effect of over 65% in size
#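 Using HEPG2 CAGA-GFP reporter cells at 1000 cells/well, we pinned test compounds, stimulated with recombinant TGF-beta (500 pg/mL final) and measured total well GFP after 18 h.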
# Nrf2 activator – Nrf2 pathway activation; AREc32 ARE-luciferase reporter (MCF7-derived line), luminescence, 24 h; 0.31% of 410,000 active; Potency, µM (titrated, usually from 46.1 µM), for inactives: top-dose activation, hits mostly activators; AID 624171; also: potency is read from the fitted curve at half-maximal effect; % of control where 0% means no effect; nearly all actives have a fitted effect of over 65% in size
#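 Reporter line AREc32 (ARE-Fluc), seeded overnight in OPTI-MEM with 5% FBS; compound pin-transferred, 24 hr at 37 deg C, 5% CO2; luminescent read-out.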
# The depositor's hits bear a star; i = inactive; ? = inconclusive; nt = not tested or not shown; [ ] = another dose, or the depositor's remark. Unless noted, calls follow the shape of the dose curve; as a rule, active = well fitted curve in the direction sought with a large enough effect; inconclusive = small, poorly fitted or top-dose-only effect, or another doubt; inactive = no such curve, though single readings can be large; an effect the other way counts as inactive or inconclusive.
SMILES,ATXN2 expr inh,A549 tox,IL-2 act,EPAC2 agonist,S2 tox,Nrf2 block,HepG2 tox,TGFb SMAD3 inh,Nrf2 activator
O=C(CCl)Nc1cccc(Oc2cnccn2)c1,?,-12.9%,-4.0,-3.8%,22.4µM*,-13.0%,-97.4%,15.8µM*,6.0%
O=C1NC(=Nc2ccc(F)cc2)CS1,-25.7%,4.4%,-0.2,?,i,12.7%,-12.3%,-27.0%,0.4%
CCOC(=O)c1c(C)[nH]c(C)c1S(=O)(=O)N(C)CC(=O)Nc1cccc(C)c1,nt,1.4%,-0.2,7.9%,i,-10.7%,-17.2%,-14.8%,2.5%
COc1ccccc1N(CC(=O)Nc1c(C)n(C)n(-c2ccccc2)c1=O)S(=O)(=O)c1ccc(C)cc1,2.9%,0.5%,-0.5,7.6%,i,1.4%,-5.1%,-1.0%,-0.2%
O=P(c1cccs1)(c1cccs1)c1cccs1,0.6%,nt,-2.1,6.6%,i,0.2%,-26.3%,-21.0%,-0.5%
COc1ccc(S(=O)(=O)C(C#N)c2nc3ccccc3nc2N2CCCCC2)cc1 (stereo not given),1.7%,-20.7%,0.0,22.0%,i,-20.6%,-1.1%,-19.4%,-0.5%
CC1CCN(CC(=O)N2c3ccccc3CC2C)CC1 (stereo not given),2.5%,1.4%,0.0,-3.1%,i,?,-10.0%,28.9%,0.4%
Cc1noc(C)c1NC(=O)N(C)C[C@H]1Oc2ccc(NC(=O)Nc3ccccc3)cc2C(=O)N([C@H](C)CO)C[C@@H]1C,4.1%,3.6%,-0.8,1.5%,i,0.6%,0.6%,2.6%,-0.1%
CC1CCCC(n2c(=S)[nH]c3ccccc3c2=O)C1C (stereo not given),-27.0%,-25.7%,0.3,22.2%,?,?,-70.0%,14.1µM*,4.1%
CNc1nc(SCc2ccccc2)nc(N2CCOCC2)n1,-5.0%,4.2%,-3.3,4.5%,i,-10.7%,-104.3%,?,-1.0%

# Next part, starting with the last two of the part before.
SMILES,ATXN2 expr inh,A549 tox,IL-2 act,EPAC2 agonist,S2 tox,Nrf2 block,HepG2 tox,TGFb SMAD3 inh,Nrf2 activator
CC1CCCC(n2c(=S)[nH]c3ccccc3c2=O)C1C (stereo not given),-27.0%,-25.7%,0.3,22.2%,?,?,-70.0%,14.1µM*,4.1%
CNc1nc(SCc2ccccc2)nc(N2CCOCC2)n1,-5.0%,4.2%,-3.3,4.5%,i,-10.7%,-104.3%,?,-1.0%
Cc1ccccc1CN1CCN(S(=O)(=O)c2cccc3nsnc23)CC1,-10.1%,2.5%,-2.7,21.4%,i,-22.2%,-27.9%,-23.8%,0.0%
Cc1cc(Nc2ccc(C)c(C)c2)n2cnnc2n1,nt,9.4%,nt,nt,nt,-1.8%,0.7%,-20.9%,5.4%
CC(NC(=O)c1ccnn1C)C1CCCO1 (stereo not given),nt,23.2%,-0.6,14.1%,i,-13.1%,11.2%,7.2%,-0.6%
COc1ccccc1NC(=O)C1CCN(S(C)(=O)=O)CC1,46.4%[activator],8.6%,1.2,8.7%,i,4.3%,17.1%,5.3%,-0.8%
COc1ccc(/C=N/NC(=O)c2cccc(NC(=O)c3ccc(Cl)cc3)c2)c(OC)c1,-25.0%,-4.5%,-0.8,-5.5%,?,4.2%,-0.7%,0.0%,0.6%
O=c1n(Cc2ccccc2)nc2n1-c1ccccc1SC2,nt,-12.8%,2.2,11.3%,i,-17.3%,-30.8%,-18.3%,6.4%
C/C(Cl)=C/Cn1c(SC(C)C)nc2c1c(=O)[nH]c(=O)n2C,-3.5%,12.8%,-0.1,3.1%,?,nt,-4.4%,12.0%,3.9%
Cc1nnc(SCC(=O)NCC(=O)Nc2ccc(F)c(F)c2F)n1Cc1ccccc1,nt,1.3%,4.5,2.8%,i,-6.2%,-0.5%,-2.5%,0.6%
Cc1ccc2c(c1)c(=O)c1ccccc1n2CCCC(=O)Nc1ccc(Cl)cc1C,-1.2%,4.0%,nt,nt,i,0.0%,-11.7%,?,-1.0%
CCOc1ccc(S(=O)(=O)c2cn(C)c3cc(OC)c(OC)cc3c2=O)cc1,-2.9%,2.2%,0.3,-4.8%,i,-17.1%,5.3%,13.0%,-0.8%

# A draw from above in order of number of heavy atoms, largest number first:
SMILES,ATXN2 expr inh,A549 tox,IL-2 act,EPAC2 agonist,S2 tox,Nrf2 block,HepG2 tox,TGFb SMAD3 inh,Nrf2 activator
Cc1ccc2c(c1)c(=O)c1ccccc1n2CCCC(=O)Nc1ccc(Cl)cc1C,-1.2%,4.0%,nt,nt,i,0.0%,-11.7%,?,-1.0%
CCOc1ccc(S(=O)(=O)c2cn(C)c3cc(OC)c(OC)cc3c2=O)cc1,-2.9%,2.2%,0.3,-4.8%,i,-17.1%,5.3%,13.0%,-0.8%
Cc1ccccc1CN1CCN(S(=O)(=O)c2cccc3nsnc23)CC1,-10.1%,2.5%,-2.7,21.4%,i,-22.2%,-27.9%,-23.8%,0.0%

# Continued.
SMILES,ATXN2 expr inh,A549 tox,IL-2 act,EPAC2 agonist,S2 tox,Nrf2 block,HepG2 tox,TGFb SMAD3 inh,Nrf2 activator
C/C(=N\Nc1ccccc1[N+](=O)[O-])c1ccccc1O,65.0%[activator],-4.6%,-2.4,-4.6%,i,?,1.5%,8.4%,?
O=c1cc(-c2ccccc2)n2c(SCc3ccc([N+](=O)[O-])cc3)nnc2[nH]1,nt,3.6%,nt,nt,nt,nt,-8.7%,14.5%,1.2%
O=C(Cc1cccc([N+](=O)[O-])c1)Nc1cccc(C(=O)N2CCCC2)c1,-12.8%,-4.6%,0.2,13.2%,i,?,11.4%,4.6%,0.2%
COc1ccc(C2C(C(C)=O)=C(Nc3ccccc3)CC(C)(O)C2C(C)=O)cc1OC (stereo not given),-7.9%,-7.4%,-0.1,6.2%,i,7.4%,0.3%,14.3%,2.8%
CCN(CC)S(=O)(=O)c1cc(NC(=O)CCNC(=O)c2ccco2)ccc1C,-14.8%,3.7%,-0.4,8.6%,i,-18.5%,-5.6%,11.6%,-0.2%
COC(OC)c1ccc(C#N)c(SCc2ccc(C)cc2)n1,-1.2%,3.9%,-2.7,6.6%,i,-12.0%,4.5%,3.7%,-0.9%
COc1ccc(OCC(=O)Nn2c(-c3ccc(OC)cc3)nc3ccccc3c2=O)cc1,1.5%,9.2%,0.1,8.4%,?,-20.8%,-24.9%,?,-0.1%
CCOC(=O)c1c(C)[nH]c(C(=O)COC(=O)CCS(=O)(=O)c2ccc(C)cc2)c1C,0.9%,1.3%,-3.1,1.9%,i,-0.6%,-14.5%,15.3%,0.1%
CCN(CC)c1ccc(NC(=O)Nc2ccccc2)cc1,59.5%[activator],16.9%,-4.4,4.4%,i,?,-20.8%,-7.7%,0.7%
CC(C)(C)OC(=O)N1CCC[C@H]1C(=O)N1CCC[C@H]1C(=O)NCc1ccncc1,2.8%,nt,0.6,-1.1%,?,nt,nt,nt,-0.6%
Cc1ccc(C)c(NC(=O)c2cc(S(=O)(=O)N3CCN(c4cccc(Cl)c4)CC3)ccc2F)c1,nt,3.2%,nt,nt,nt,nt,9.2%,-16.4%,-0.5%
COc1ccc(C(C2C(=O)CC(C)(C)CC2=O)C2C(=O)CC(C)(C)CC2=O)cc1,-15.2%,0.0%,-0.6,-0.7%,i,1.6%,25.3%,5.9%,0.6%
O=C(Cn1c(=O)c2sccc2n(Cc2cccc([N+](=O)[O-])c2)c1=O)NCCc1ccccc1,-5.4%,0.7%,-0.2,3.7%,i,-7.3%,-12.5%,?,2.4%
COc1cc(OC)cc(-c2c(Sc3ccccc3)c3cc(-c4cnc(OC)nc4)ccc3n2C)c1,5.1%,nt,0.9,6.7%,i,nt,nt,nt,-0.9%
CCc1nnc(NC(=O)c2cc(-c3ccccn3)nc3ccccc23)s1,nt,1.2%,1.6,4.0%,i,-16.5%,1.0%,-17.6%,-0.2%
Cc1cc(C)c(C#N)c(SC2CCCCC2=O)n1 (stereo not given),0.5%,-3.7%,-1.0,10.5%,i,7.9%,-3.3%,-23.4%,-0.1%
COc1ccccc1Nc1nc2ccccc2[nH]1,-17.7%,-0.5%,0.3,1.1%,?,nt,-19.0%,11.2%,7.7%
O=C(NC1CC1)C1CCCN1S(=O)(=O)c1ccc2ccccc2c1 (stereo not given),-4.6%,1.6%,-3.3,-6.9%,i,4.0%,-1.9%,-15.1%,-0.3%
COc1ccc(S(=O)(=O)N2CCOC2CNC(=O)C(=O)NCc2ccco2)cc1C (stereo not given),-11.9%,0.1%,-0.9,2.2%,i,-4.2%,1.6%,-2.3%,3.9%
C=CCN1C(=O)NC(c2ccc(OC)cc2)(C(F)(F)F)S/C1=C(\C#N)c1nnc(N2CCOCC2)n1-c1ccccc1 (stereo not given),-11.3%,-5.2%,-1.0,-0.8%,i,-24.1%,-10.4%,-30.0%,20.7%
CC(=O)Nc1ccc(-c2cc(C(=O)O)c3ccc(C)cc3n2)cc1,-0.7%,1.6%,0.1,8.7%,i,29.7%,5.9%,-1.5%,-0.7%
COCCn1c(SCC(=O)c2ccccc2)nc2c(c1=O)SC(C)C2 (stereo not given),6.0%,-0.2%,-1.8,9.8%,i,?,-2.6%,-4.3%,0.1%
COc1ccc2c(c1)c(=O)oc1cc(OCC(=O)N3CCC(C)CC3)ccc12,-13.8%,?,-1.8,-11.8%,?,?,-5.8%,1.2%,-0.2%
CCCCN(C(=O)c1ccc(S(=O)(=O)N2CCCCC2)cc1)C1CCS(=O)(=O)C1 (stereo not given),-11.0%,3.4%,-4.1,13.4%,i,5.4%,-30.1%,-17.1%,1.6%
